All columns: NCI-60 one-dose screen, growth in % after 48 h at 10 µM unless noted; 100 = growth as untreated, 0 = no growth, -100 = all killed.
PC-3 = PC-3 prostate cancer cells. actives 3.9% (n = 80,000). AID 1794754
SF-295 = SF-295 CNS cancer cells; actives 5.6% (n = 79,000)
786-0 = 786-0 renal cancer cells; actives 5.1% (n = 81,000)
SF-539 = SF-539 CNS cancer. actives 6.8% (n = 81,000). AID 1794752
U251 = U251 CNS tumor cells. actives 5.4% (n = 80,000). AID 1794753
SN12C = SN12C renal cancer cells | actives 3.8% (n = 81,000) | AID 1794767
UO-31 = UO-31 renal cancer | actives 5.2% (n = 81,000)
DU-145 = DU-145 prostate cancer | AID 1794760 | actives 4.2% (n = 81,000)
SF-268 = SF-268 CNS cancer cells | actives 3.1% (n = 82,000)
* = called active by the depositor; / = no result given; [ ] = another dose, or the depositor's remark. How the source made its calls: active means growth percent below 10; inactive means the rest. An unsorted share of the library. Share with any hit: about 9.4%.

Values run as follows: PC-3 | SF-295 | 786-0 | SF-539 | U251 | SN12C | UO-31 | DU-145 | SF-268
> CCSc1nnc(Nc2ccc(C(C)C)cc2)s1
  109.2 | 91.1 | 86.0 | 90.4 | 66.0 | 76.7 | 39.5 | 105.0 | 111.5
> CC(N)(C(=O)O)c1ccccc1 (stereo unspecified)
  96.0 | 106.9 | 102.9 | 110.2 | 106.4 | 115.6 | 91.0 | 98.7 | 98.9
> Cc1ccc(S(=O)(=O)N(CCC#N)CCC#N)cc1
  94.8 | 110.3 | 105.1 | 92.6 | 99.8 | 100.8 | 103.5 | 120.8 | 89.3
> CC(=O)C1=CC[C@H]2[C@@H]3CCC4=CC(=O)CC[C@]4(C)[C@H]3C(=O)C[C@]12C
  94.2 | 105.0 | 85.9 | 92.1 | 83.8 | 88.5 | 68.3 | 69.6 | 87.3
> c1ccc2nc(N3CCOCC3)c(N3CCCCC3)nc2c1
  90.8 | 97.2 | 101.8 | 99.0 | 96.9 | 96.2 | 77.2 | 110.9 | 95.2
> Nc1ncnc2c1N=C1c3ccccc3CCC1C(c1ccc(F)cc1)N2 (stereo unspecified)
  95.4 | 99.5 | 82.2 | 73.7 | 83.0 | 95.1 | 89.6 | 103.4 | 75.8
> CCOC(=O)c1ccccc1NC(c1ccccc1)c1ccc2cccnc2c1O (stereo unspecified)
  25.4 | 25.4 | 1.4* | 11.8 | 17.7 | 35.2 | 21.0 | 36.9 | 28.6
> Cc1nn(-c2ccccc2)c2nc3nc4c(c(N)c3c(-c3ccc(Cl)cc3)c12)CCCCC4
  87.9 | 95.2 | 88.9 | 101.9 | / | 101.7 | 76.3 | 108.4 | 99.2
> O=C1c2ccccc2C(=O)N1OCc1ccccc1
  77.7 | 110.0 | 99.5 | 101.9 | 113.3 | 109.8 | 79.1 | 111.8 | 105.8
> Cc1cc2c(cc1C)C(=O)C(=O)N2
  87.5 | 112.1 | 102.0 | / | 103.2 | 103.0 | 76.7 | 115.0 | 105.1
> Nc1nnc(-c2c[nH]c3ncccc23)c(-c2c[nH]c3ccc(F)cc23)n1
  99.2 | 107.1 | 94.2 | 85.1 | 84.4 | 81.7 | 67.5 | 107.7 | 100.4
> CCCCCNS(=O)(=O)c1ccc(C)cc1
  101.8 | 89.3 | 94.9 | 94.9 | 98.6 | 98.9 | 78.0 | 111.9 | 119.2
> CCCCCCCCCCCCCCCC[N+](C)(C)CCCNS(=O)(=O)c1ccc2ccccc2c1
  103.5 | 106.5 | 101.1 | 108.5 | 102.3 | 100.6 | 93.3 | 117.9 | 102.2
> O=C(O)COc1ccc(Cl)cc1CC(Cl)CCl (stereo unspecified)
  96.9 | 100.5 | 103.8 | 93.8 | 104.8 | 103.7 | 95.3 | 115.2 | 104.8
> CC1=NC(=S)NC(c2ccccc2)/C1=C1/CC(c2ccc(Cl)cc2)ON1 (stereo unspecified)
  87.2 | 112.1 | 105.9 | 107.9 | 107.0 | 106.7 | 69.7 | 111.1 | 101.6
> COC(=O)c1c2c(c(C)[n+]([O-])c1C)C(=O)C(NCCCCO)=CC2=O
  94.1 | 92.7 | 101.3 | 101.0 | 97.3 | 89.5 | 99.6 | 105.3 | 91.8
> Nc1ccc(/C=C/C(=O)O)cc1
  99.3 | 101.8 | 107.2 | 101.8 | 99.2 | 97.6 | 85.0 | 111.3 | 103.3
> C=C(C)[C@@H]1CC[C@]2(C(=O)N3CCN(C)CC3)CC[C@]3(C)[C@H](CC[C@@H]4[C@@]5(C)CC(CCCNC(C)=O)(CCCNC(C)=O)[C@H](OC(C)=O)C(C)(C)[C@@H]5CC[C@]43C)[C@@H]12
  74.9 | 99.4 | 99.8 | 101.0 | 98.2 | 96.5 | 80.5 | 107.7 | 98.9
> COc1ccc2c(c1)C/C(=C\c1cc(-c3cc(OC)c(OC)c(OC)c3)n[nH]1)C2=O
  56.0 | / | 95.9 | 89.5 | 92.3 | 92.8 | 76.6 | 112.7 | 100.3
> CCCCCCCSCCO
  111.5 | 98.9 | 109.3 | 110.2 | 116.2 | 105.4 | 90.4 | 121.0 | 112.6
> O=C(C1CC2CCC13CC=CCC23)C1CC2CCC13CC=CCC23 (stereo unspecified)
  83.6 | 84.3 | / | 93.8 | 96.3 | 102.6 | 91.4 | 99.7 | 94.5
> COc1cc(-c2nnc(Nc3ccc(C(F)(F)F)cc3)o2)ccc1O
  101.1 | 96.3 | 100.7 | 91.0 | 97.5 | 108.8 | 78.3 | 102.5 | 98.9
> CN(C)CCOC(=O)Nc1ccc(Cc2ccc(NC(=O)OCCN(C)C)cc2)cc1
  60.5[100 µM] | 87.6[100 µM] | 60.1[100 µM] | -66.5*[100 µM] | 69.4[100 µM] | 97.5[100 µM] | 68.6[100 µM] | 86.3[100 µM] | 90.3[100 µM]
> COc1ccc(/C=C/c2nc3ccc(NC(C)=O)cc3s2)cc1
  87.0 | 85.6 | 90.0 | 91.0 | 92.0 | 96.8 | / | 94.9 | 88.0
> C[C@]12CC[C@H](O)C[C@@H]1CC[C@@H]1[C@@H]2CC[C@@]2(C)[C@H]1CC[C@@H]2[C@](C)(O)CCc1ccc(F)cc1
  83.0 | 62.0 | 90.2 | 74.8 | 85.6 | 88.2 | 94.0 | 85.7 | 87.0
> CCOC(=O)c1[nH]c(C)c([N+](=O)[O-])c1C
  99.5 | 98.7 | 90.4 | 98.2 | 86.5 | 98.1 | 86.3 | 105.0 | 93.1
> CCCCCC1CC1/C=C(\F)C(=O)OCC (stereo unspecified)
  106.3 | 103.8 | 100.0 | 102.8 | 106.0 | 85.5 | 90.8 | 108.3 | 117.7
> CC12CCC(C(=O)C1=O)C2(C)C (stereo unspecified)
  101.6 | 103.2 | 104.9 | 104.0 | 104.4 | 96.3 | 97.0 | 109.8 | 108.3
> CN1C(=O)N(C)C2(c3ccccc3)N(CC(=O)Nc3ccccc3O)C(=O)NC12c1ccccc1 (stereo unspecified)
  90.3 | 100.9 | 102.5 | 96.4 | 104.9 | 102.7 | 74.6 | 110.3 | 96.5
> Oc1ccc(-c2nc3ccc4[nH]ncc4c3c3c2CCCC3)c2cccnc12
  7.8* | -4.2* | 2.1* | -1.0* | -4.5* | 4.0* | -30.4* | 11.6 | 0.2*

A different layout for some results above:
structure | PC-3 | SF-295 | 786-0 | SF-539 | U251 | SN12C | UO-31 | DU-145 | SF-268
COc1cc(-c2nnc(Nc3ccc(C(F)(F)F)cc3)o2)ccc1O | 101.1 | 96.3 | 100.7 | 91.0 | 97.5 | 108.8 | 78.3 | 102.5 | 98.9
CN(C)CCOC(=O)Nc1ccc(Cc2ccc(NC(=O)OCCN(C)C)cc2)cc1 | 60.5[100 µM] | 87.6[100 µM] | 60.1[100 µM] | -66.5*[100 µM] | 69.4[100 µM] | 97.5[100 µM] | 68.6[100 µM] | 86.3[100 µM] | 90.3[100 µM]
COc1ccc(/C=C/c2nc3ccc(NC(C)=O)cc3s2)cc1 | 87.0 | 85.6 | 90.0 | 91.0 | 92.0 | 96.8 | / | 94.9 | 88.0
C[C@]12CC[C@H](O)C[C@@H]1CC[C@@H]1[C@@H]2CC[C@@]2(C)[C@H]1CC[C@@H]2[C@](C)(O)CCc1ccc(F)cc1 | 83.0 | 62.0 | 90.2 | 74.8 | 85.6 | 88.2 | 94.0 | 85.7 | 87.0
CCOC(=O)c1[nH]c(C)c([N+](=O)[O-])c1C | 99.5 | 98.7 | 90.4 | 98.2 | 86.5 | 98.1 | 86.3 | 105.0 | 93.1
CCCCCC1CC1/C=C(\F)C(=O)OCC (stereo unspecified) | 106.3 | 103.8 | 100.0 | 102.8 | 106.0 | 85.5 | 90.8 | 108.3 | 117.7

Continuation.
Values run as follows: PC-3 | SF-295 | 786-0 | SF-539 | U251 | SN12C | UO-31 | DU-145 | SF-268
> NS(=O)(=O)c1ccc(CCN2C(=O)/C(=C\c3ccc(Cl)cc3)C=C2c2ccc(F)cc2)cc1
  46.9 | 73.0 | 82.7 | 92.8 | 88.9 | 90.9 | 54.9 | 80.6 | 75.2
> CCOC(=O)C1(NC(=O)C(CO)NC(C)=O)CCCC1 (stereo unspecified)
  97.3 | 108.3 | 85.4 | 98.3 | 97.3 | 96.6 | 90.4 | 142.3 | 116.4
> CC(C)CCO/N=C/c1ccccn1
  106.0 | 115.2 | 107.0 | 110.8 | 97.6 | 106.5 | 90.1 | 106.2 | 102.8
> COc1ccc(-c2[nH]ncc2C2NC(=O)c3sc4nc(C)cc(C)c4c3N2)cc1 (stereo unspecified)
  95.0 | 96.9 | 112.8 | 97.0 | 96.9 | 97.2 | 91.8 | 103.4 | 99.4
> COc1ccc2[nH]c(O)c(N=NC(=O)Cn3c(-c4ccccc4)nc4ccccc43)c2c1
  70.4 | 98.1 | 88.0 | 81.4 | 98.7 | 95.5 | 73.8 | 86.5 | 95.2
> NNC(=O)c1ccccc1Nc1ccnc(C(F)(F)F)c1
  85.5 | 79.7 | 55.8 | 102.0 | 101.5 | 82.3 | 98.8 | 119.4 | 111.1
> COc1ccc2c(c1)C(=O)/C(=C/c1cccc(OCC(=O)Nc3nc4c(s3)CCCC4)c1)O2
  / | 52.1 | 63.3 | -83.2* | 41.9 | 28.7 | -78.2* | 32.9 | -26.9*
> NC(N)=NS(=O)(=O)c1ccc(Nc2ccc3nnc(-c4ccncc4)n3n2)cc1
  106.6 | 115.6 | 104.2 | 100.4 | 104.3 | 94.6 | 78.6 | 111.0 | 102.1
> COCC(Cl)/C(N)=N\S(=O)(=O)c1ccc(Cl)cc1 (stereo unspecified)
  92.5 | 94.2 | 104.7 | 99.0 | 98.6 | 100.1 | / | 103.7 | /
> CC(=O)NC1=C/C(=C\[N+](=O)[O-])C=C1O
  87.9 | 97.9 | 115.7 | 101.8 | 95.3 | 95.3 | 83.7 | 98.6 | 92.2
> COCCn1cc(-c2nc(-c3cc4cccnc4n3CCOC)cs2)c2cc(OC)ccc21
  29.3 | 74.2 | 58.5 | 62.6 | 69.8 | 78.8 | 61.9 | 72.4 | 74.2
> N#Cc1coc(-c2ccccc2)n1
  98.5 | 106.6 | 97.7 | 98.9 | 100.0 | 101.4 | 79.8 | 110.2 | 106.5
> CC1=NN(c2ccccc2)C(=O)C1N=Nc1c(O)cc(S(=O)(=O)O)c2ccccc12 (stereo unspecified)
  96.3 | 106.4 | 111.1 | 97.0 | 104.6 | 79.6 | 79.3 | 114.0 | 101.0
> FC(F)(F)c1cccc(/C=C/c2nn3c(-c4ccco4)nnc3s2)c1
  114.8 | 101.8 | 98.1 | 92.6 | 94.5 | 97.0 | 75.7 | 104.8 | 101.8
> COc1ccc2ncccc2c1Cc1c(OC)ccc2ncccc12
  74.6 | 63.9 | 89.1 | 75.0 | 57.4 | 89.4 | 55.6 | 91.5 | 84.2
> Cc1cc(N[C@@H]2CCC[C@H](Nc3ccnc4cc(Cl)ccc34)C2)nc(N2CCCCCC2)n1
  -67.7* | -76.1* | -96.1* | -93.0* | -92.6* | -74.8* | -95.6* | -6.2* | -66.2*
> c1ccc2c[n+](CC[n+]3ccc4ccccc4c3)ccc2c1
  83.9 | 104.6 | 99.3 | 100.5 | 108.6 | 90.2 | 88.5 | 105.7 | 97.9
> CCCCCCCCCCc1ccc(C(=O)N[C@@H](CO)C(=O)N[C@H](C(=O)N[C@@H](C)C(=O)N[C@H](C(N)=O)[C@@H](C)CC)[C@@H](C)OP(=O)(O)O)cc1
  93.6[50 µM] | 101.0[50 µM] | 98.5[50 µM] | 100.8[50 µM] | 79.7[50 µM] | 95.9[50 µM] | 102.9[50 µM] | 108.9[50 µM] | 100.9[50 µM]
> CC(=O)/C(=C/n1ccc(=O)[nH]c1=S)C(=O)Nc1ccccc1
  102.7 | 109.2 | 102.6 | 107.7 | 95.4 | 112.2 | 95.7 | 104.2 | 99.1
> COc1cc(C(=O)Oc2cccc(CN3CCCCC3)c2)cc(OC)c1OC
  88.4 | 98.7 | 100.3 | 106.4 | 96.0 | 100.5 | 73.0 | 106.5 | 97.7
> CCN(C(=O)Nc1ccccc1)c1ccccc1
  95.9 | / | 106.6 | 103.6 | 97.4 | 105.8 | 83.3 | 111.6 | 102.9
> CCOc1ccc2nc(C)cc(C)c2c1
  100.6 | 108.9 | 103.9 | 107.0 | 106.3 | 96.2 | 104.1 | 108.0 | 104.7
> COC(=O)/C(C#N)=C1/CCC(C(=O)NCc2ccc(Cl)cc2Cl)N1 (stereo unspecified)
  97.3 | 98.1 | 99.2 | 100.1 | 98.8 | 104.2 | 82.3 | 113.3 | 108.4
> COc1cc(C=C2C(=O)NC(=O)NC2=O)cc(CN2CCOCC2)c1O
  101.7 | 109.1 | 107.5 | 97.8 | 106.1 | 101.1 | 84.6 | 104.9 | 99.0
> Fc1ccc(-c2cn3nc(-c4c[nH]c5ccccc45)sc3n2)cc1
  63.8 | 79.0 | 100.9 | 92.4 | 95.2 | 82.6 | 50.3 | 89.6 | 98.8
> CC(=O)Oc1cc(C)ccc1C
  99.5 | 90.7 | 95.1 | 93.3 | 103.4 | 106.6 | 88.0 | 110.5 | 112.1
> O=S(Nc1ccccc1)c1cccc(Cl)c1 (stereo unspecified)
  88.5 | 99.5 | 104.9 | 105.8 | 97.3 | 96.1 | 83.3 | 114.8 | 95.4
> COc1ccc(S(=O)(=O)O)cc1NS(=O)(=O)c1ccc(C)cc1
  96.4 | 93.5 | 98.3 | 90.3 | 103.1 | 104.1 | 94.2 | 102.3 | 99.9
> Oc1cccnc1
  99.4 | 94.6 | 102.8 | 104.4 | 102.6 | 96.6 | 86.8 | / | 104.7
> CN1CCCCC1CCN1c2ccccc2Sc2ccc(S(C)=O)cc21 (stereo unspecified)
  71.2 | 103.7 | 80.9 | 109.2 | 103.6 | 100.6 | 64.7 | 104.4 | 80.6

Compound activity: PubChem BioAssay, NCI
